# Screens (PubChem)
# HCMV antiviral: human cytomegalovirus inhibition. 410,000 tested, 4.5% active. HFF cells, HCMV-luciferase reporter, 72 h; stronger effect = lower value. AID 1259415. activity change, negative = inhibition, % at 57.5 µM; in the data active = activity change below about -60%; inconclusive = no clear call, values can overlap the other calls; inactive = above about -39%
#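 Screen run at 2 compound doses on HFFs infected with reporter HCMV, MOI 1 PFU/cell. Luciferase activity from cell lysates at 72 h post infection gave inhibition relative to buffer-only and Salinomycin wells.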
# AmpC inh detg: AmpC beta-lactamase inhibition with detergent present; P00811; AmpC hydrolysis of nitrocefin, absorbance 480 nm, 0.01% Triton; Potency, µM (series often up to 114 µM), for the others: top-dose activity change, negative = inhibition, actives largely listed as inhibitors; 370,000 tested, 0.041% active; AID 485294;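 also: potency is read from the fitted curve at half-maximal effect; 0% = no-compound wells and -100% = no-enzyme wells; nearly all actives have a fitted effect of over 25% in size; some results filed as inactive show a strong effect at the top dose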
# Target sequence (P00811 whole entry, looked up): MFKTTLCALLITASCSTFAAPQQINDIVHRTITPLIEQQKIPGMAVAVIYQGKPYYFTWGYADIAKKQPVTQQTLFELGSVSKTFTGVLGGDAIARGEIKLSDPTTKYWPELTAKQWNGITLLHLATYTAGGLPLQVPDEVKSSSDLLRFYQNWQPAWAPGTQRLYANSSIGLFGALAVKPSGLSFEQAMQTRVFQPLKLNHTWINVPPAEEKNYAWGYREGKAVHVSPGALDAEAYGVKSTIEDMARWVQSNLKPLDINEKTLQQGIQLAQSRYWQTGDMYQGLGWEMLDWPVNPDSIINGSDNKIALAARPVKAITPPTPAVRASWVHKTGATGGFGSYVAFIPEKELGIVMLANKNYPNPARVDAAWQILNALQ
#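 AmpC (5.3 nM in the dispensed reagent) in 20 mM phosphate pH 7.0 with 0.01% (detergent screen) or 0.0001% Triton X-100 was preincubated with compounds for 15 min at room temperature. Nitrocefin was then added from an 800 uM solution, and hydrolysis was followed at 480 nm.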
# FBPA Giardia inh: blocks Giardia fructose-bisphosphate aldolase activity. A8B2U2. purified Giardia FBPA. Potency, µM (titrated, usually from 59.6 µM), for inactives: at the highest dose activity, negative = inhibition, actives largely listed as inhibitors. 290,000 tested, 0.71% active; also: potency is read from the fitted curve at half-maximal effect; nearly all actives have a fitted effect of over 55% in size
# Target sequence (A8B2U2 whole entry, looked up): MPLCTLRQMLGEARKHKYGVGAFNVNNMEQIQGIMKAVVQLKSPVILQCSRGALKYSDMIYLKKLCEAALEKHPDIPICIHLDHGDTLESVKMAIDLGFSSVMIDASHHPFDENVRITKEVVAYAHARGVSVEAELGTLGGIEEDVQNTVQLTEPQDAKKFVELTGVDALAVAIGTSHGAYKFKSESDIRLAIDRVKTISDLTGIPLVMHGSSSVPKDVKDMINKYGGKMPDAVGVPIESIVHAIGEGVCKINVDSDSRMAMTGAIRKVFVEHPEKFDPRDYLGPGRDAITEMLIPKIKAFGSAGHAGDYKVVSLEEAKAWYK
#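 40 nM FBPA preincubated 10 min at RT with compound (up to 57.5 uM final), then substrate plus GAPDH/TPI/NAD/arsenate coupling and diaphorase/resazurin added. Fluorescence read after 20 min at RT, 525/598 nm.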
# Sm TGR inh: S. mansoni TGR enzyme inhibition. purified TGR, DTNB reduction, TNB absorbance 405 nm. Potency, µM (titrated, usually from 114 µM), without a hit: top-dose activity change, negative = inhibition, hits mostly inhibitors. 360,000 tested, 3% active; also: potency is read from the fitted curve at half-maximal effect; nearly all actives have a fitted effect of over 60% in size
#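 First, TGR (20 nM dispensed) and NADPH were mixed with compound. Second, a 15 min room-temperature incubation followed. Third, further NADPH and then DTNB were added to start the reaction. Finally, TNB absorbance was monitored kinetically.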
# AmpC inh no detg: inhibitors of E. coli AmpC beta-lactamase without detergent; P00811; AmpC nitrocefin hydrolysis, absorbance 480 nm, 0.0001% Triton; Potency, µM (highest dose often 57.1 µM), for the others: at the highest dose activity change, negative = inhibition, hits mostly inhibitors; 330,000 tested, 0.52% active; AID 485341;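 also: potency is read from the fitted curve at half-maximal effect; plate controls were no compound for no effect and no enzyme for full effect; nearly all actives have a fitted effect of over 20% in size; some results filed as inactive show a strong effect at the top dose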
#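 20 mM phosphate pH 7.0 + 0.01% (detergent screen) or 0.0001% Triton X-100; 5.3 nM AmpC reagent; cpd preinc 15 min RT; nitrocefin (800 uM stock) to start; A480 q20 s × 4 min; Activity was normalised to no-enzyme and no-compound control wells.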
# AMA1-RON2 inh: AMA1-RON2 (P. falciparum) interaction inhibition; Potency, µM (doses to about 58.2 µM), without a hit: at the top dose activity change, negative = inhibition, most hits filed as inhibitors; AlphaScreen AMA1-biotinylated RON2 peptide binding; 360,000 tested, 0.2% active; AID 720542;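 also: potency is read from the fitted curve at half-maximal effect; 0% = vehicle wells and -100% = peptide control; nearly all actives have a fitted effect of over 45% in size; some results filed as inactive show a strong effect at the top dose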
#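 AMA1 (3D7) with his tag at 25 nM final met compounds first, then biotinylated RON2 peptide at 25 nM; detection used donor plus acceptor beads, 10 µg/mL apiece, read by AlphaScreen after 30 min at room temperature.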
# * = called active by the depositor; ? = inconclusive; · = no result given; & = joins results of further samples; [ ] = another dose, or the depositor's remark. Unless noted, calls follow the shape of the dose curve; as a rule, active = well fitted curve in the direction sought with a large enough effect; inconclusive = small, poorly fitted or top-dose-only effect, or another doubt; inactive = no such curve, though single readings can be large; an effect the other way counts as inactive or inconclusive. Unless noted, % is scaled to controls: 0 for no effect and ±100 for the full control effect.
SMILES,HCMV antiviral,AmpC inh detg,FBPA Giardia inh,Sm TGR inh,AmpC inh no detg,AMA1-RON2 inh
COc1cc(/C=C(/C#N)C(=O)NCCc2c[nH]c3ccccc23)ccc1OCc1ccccc1F,?,-5%,·,7%,-9%,4%
O=C(COC(=O)CCc1c[nH]c2ccccc12)NCCc1ccccc1,-1,-14%,·,0%,-1%,6%
Cn1c(-c2ccccc2)c(/C=N/NC(=O)c2ccc(O)cc2)c2ccccc21,35,2%,-11%,17%,-45%,-15%
CCN(CC)c1ccc2ccc(=O)oc2c1,-10,-1%,3%,6%,-17%,77%[activator]
COc1cc2cc(CN(CCCO)S(=O)(=O)c3ccccc3Cl)c(=O)[nH]c2cc1OC,75,1%,·,-3%,74%[activator],-1%
CO[C@H]1[C@@H]2C=CO[C@@H](O[C@H]3O[C@@H](CO)[C@H](O)[C@@H](O)[C@@H]3O)[C@@H]2[C@@]2(CO)O[C@@H]12,18,1%,·,4%,-6%,-14%
CC(=O)Nc1ccc(NC(=O)c2nccnc2C(=O)O)cn1,62,-7%,?,-18%,-3%,-7%
CCCc1cc(C(=O)Nc2ccccc2C(=O)OC)no1,82,?,-1%,3%,-98%,28%
COc1ccccc1-c1cc(C(=O)N2CCN(c3ccccc3)CC2)no1,-7&0,5%&-7%,4%,4%&10%,2%,-7%
Cc1ccc(NC(=O)c2cnc(SCC(=O)Nc3cc(C)on3)n(C)c2=O)cc1,18,3%,·,15%,·,·
Cc1cccc(NC(=S)NCCSc2ccc(Cl)cc2)c1,-7,?,-29%,7%,-24%,13%
CC(C)c1ccc(CC(C)C2C3=C(CCCC3=O)OC3=C2C(=O)CCC3)cc1 (stereo unspecified),-34,?,-9%,0%,-8%,-5%
Cc1nnsc1SCCNC(=O)c1c(F)cccc1F,8,1%,-3%,1%,-12%,10%
COc1ccc(-c2cc(C(F)(F)F)n3ncc(C(=O)NCC4CCCO4)c3n2)cc1OC (stereo unspecified),-3,1%,6%,15%,-2%,-6%
Cc1ccc2c(c1)sc1nc(-c3cc4ccccc4oc3=O)cn12,-79*,10%,·,?,·,·

# The list goes on, starting with the last five of the part before.
SMILES,HCMV antiviral,AmpC inh detg,FBPA Giardia inh,Sm TGR inh,AmpC inh no detg,AMA1-RON2 inh
Cc1cccc(NC(=S)NCCSc2ccc(Cl)cc2)c1,-7,?,-29%,7%,-24%,13%
CC(C)c1ccc(CC(C)C2C3=C(CCCC3=O)OC3=C2C(=O)CCC3)cc1 (stereo unspecified),-34,?,-9%,0%,-8%,-5%
Cc1nnsc1SCCNC(=O)c1c(F)cccc1F,8,1%,-3%,1%,-12%,10%
COc1ccc(-c2cc(C(F)(F)F)n3ncc(C(=O)NCC4CCCO4)c3n2)cc1OC (stereo unspecified),-3,1%,6%,15%,-2%,-6%
Cc1ccc2c(c1)sc1nc(-c3cc4ccccc4oc3=O)cn12,-79*,10%,·,?,·,·
Cc1nc(-c2cccnc2)sc1C(=O)N/N=C/c1ccccc1Cl,-27,-10%,-2%,8%,-14%,-25%
O=S(=O)(Nc1ccc(-c2ccc3nncn3n2)cc1)c1ccccc1F,8,-16%,·,3%,-25%,17%
CS(=O)(=O)N1CCN(C(=O)c2ccc(-c3ccccc3)cc2)CC1,2,-7%,5%,-1%,19%,2%
CCCCn1c(N)c(N(CCOC)C(=O)C2CCN(S(=O)(=O)c3ccc(C)c(C)c3)CC2)c(=O)[nH]c1=O,-31,0%,·,3%,-28%,-5%
Fc1ccc(Cn2nnnc2C(c2cccs2)N2CCN(C3CCCCC3)CC2)cc1 (stereo unspecified),-18,4%,-2%,-10%,-1%,-6%
Cc1ccccc1-n1nnnc1SCC(=O)Nc1ccc(N2CCN(C)CC2)cc1,-21,?,5%,5%,30%,0%
CC(C)CCn1c(N)c(S(=O)(=O)c2cccs2)c2nc3ccccc3nc21,·,-11%,-22%,5%,-18%,9%
CSc1nc2ccc(NS(=O)(=O)c3cccc(Cl)c3Cl)cc2s1,?,-6%,-4%,-11%,-35%,-1%[11.6 µM]
COc1ccc(NS(=O)(=O)c2c(F)cccc2F)cc1S(=O)(=O)N1CCOCC1,11,-4%,·,40µM*,-17%,0%
Cc1cc(C)cc(NC(=O)N2CCN(S(C)(=O)=O)CC2)c1,11,-10%,4%,-7%,3%[2.29 µM],6%
O=[N+]([O-])c1ccc(N2CCN(S(=O)(=O)c3ccccc3)CC2)cc1NCc1ccco1,·,4%,-25%,14%,-18%,·
COc1ccc(NC(=O)Cn2nc(C)c3ccccc3c2=O)cc1,-33,?,12%,0%,175%,-4%
COC(=O)[C@H](Cc1ccccc1)NC(=O)O[C@@H]1C(=O)c2cc(Br)ccc2O[C@H]1c1cccc(OC)c1,·,-12%,1%&-5%,-29%,-6%,·
Cc1cccc(NC(=O)C2CCN(c3nc4ccccc4[nH]3)CC2)c1C,0,2%,·,0%,·,·
CC1=C(C(=O)OCCOC(C)C)C(c2cc3c(cc2Br)OCO3)C2=C(CCCC2=O)N1 (stereo unspecified),·,?,-30%,-27%,116%[activator],-1%
CCNCCNC(=O)c1c(O)c2cccc3c2n(c1=O)CCC3,12,-14%,0%,-27%,-24%,-2%
CCN(CC)CCCNC(=O)c1ccc2c(c1)NC(=O)C(CS(=O)(=O)Cc1ccc(F)cc1Cl)N2 (stereo unspecified),0,11%,·,-21%,·,·
COc1ccccc1N1C(=O)NC(=O)C2(Cc3cc(C)ccc3N(C)C2)C1=O (stereo unspecified),-6,-11%,-8%,?,-40%,-5%
CCc1ccc2c(c1)-c1ccccc1S(=O)(=O)N2CC(=O)N1CCCCC1,55,24%,·,2%,·,·
CC(C)(C)c1ccc(C(=O)NNC(=O)C(=O)N2CCCCC2)cc1,107,0%,2%,4%,-11%,17%
Cn1c(=O)c(C(=O)NNC(=O)c2ccc(Br)cc2)c(O)c2ccccc21,-18,-1%,12%,-21%,-12%,54%[activator]
CC(=O)Nc1ccc2nc(-c3ccncc3)[nH]c2c1,49,-3%,-4%,3%,-6%,-1%
COc1ccccc1Nc1cc(C(=O)NC2CCCC2)c2ccccc2n1,4&27,?,·,-22%&1%,-8%,10%
O=C(CCc1ccccc1)Nc1cccc(-c2nnc(-c3ccco3)o2)c1,-13,1%,1%,3%,?,18%
CCCCCC(=O)Nc1ccc(S(=O)(=O)Nc2cc(OC)nc(OC)n2)cc1,18,-2%,-7%,5%,-27%,7%
CCCC(c1nnnn1Cc1ccc2c(c1)OCO2)N1CCC(C(N)=O)CC1 (stereo unspecified),-32,0%,2%,·,1%,-13%
CC[C@@]1(C(=O)OC)N[C@H](CN(C)S(=O)(=O)c2ccc(C(C)(C)C)cc2)[C@@H]2C(=O)N(C)C(=O)[C@@H]21,-8,·,·,·,216%[activator],2%
Cc1ccc(-c2nc(C#N)c(NCC3CCCO3)o2)cc1 (stereo unspecified),56,-4%,2%,1%[57.1 µM],10%,1%
Cc1ccc2oc(-c3ccc(C)c(NC(=O)/C=C/c4ccco4)c3)nc2c1,62,-1%,·,?,·,·
CC(C)CNS(=O)(=O)c1ccc(CCC(=O)NCc2ccco2)cc1,-9,-1%,-1%,45µM*,-26%,5%
Cc1cc(S(=O)(=O)NCc2ccco2)c(C)cc1Cl,-36,4%,·,?,-32%,0%
COc1ccccc1C1(CCNS(=O)(=O)c2ccc(C)cc2)CCOC(C(C)C)C1 (stereo unspecified),-38,-12%,-5%,-19%,-13%,-14%
COc1cccc(OC)c1C(=O)Nc1nc2ccc([N+](=O)[O-])cc2s1,?,2%,1%,16%,-35%,-22%
NC1=NN=C(N2N=C(c3ccccc3)CC2(O)C(F)(F)F)n2ncnc2C1 (stereo unspecified),-13,1%,?,·,-41%,85%[activator]
Cc1c(C(=O)N2CCN(CCc3ccccn3)CC2)oc2ccc(Cl)cc12,-23,-5%,?,5%,116%[activator],7%
CC(NC(=O)Nc1ccccc1)C(c1ccccc1)N1CCOCC1 (stereo unspecified),-1,?,0%,-15%,-14%,15%[11.6 µM]
C/C(=N\Nc1nc(-c2ccc(C)cc2C)cs1)c1cc2ccccc2oc1=O,-34,?,1%,-14%,20µM*,43%[activator]
Cc1[nH]c2ccccc2c1C(=O)COC(=O)Cn1c(C(F)(F)F)nc2ccccc21,47,-7%,-1%,-9%,88%[activator],2%
COc1ccc(C(CNC(=O)c2cccc(S(=O)(=O)Nc3ccccc3Cl)c2)N2CCOCC2)cc1 (stereo unspecified),-36,-12%,·,8%,-29%,-3%
CC1CCCCC1NC(=O)CCN1C(=O)C2C3C=CC(C3)C2C1=O (stereo unspecified),-13,-7%,-2%,-15%,-11%,-4%
CSCCC(NC(=O)c1ccc([N+](=O)[O-])cc1Cl)C(=O)OCC(=O)N(C)C (stereo unspecified),-24,-13%,4%,5%,-12%,?
CCOc1ccccc1OCCOc1cccc(C(F)(F)F)c1,-19,4%,0%,9%,1%,132%[activator]
CC(=O)Nc1ccc(S(=O)(=O)N(C)S(=O)(=O)c2ccc(F)cc2)cc1,13,?,1%,0%,-7%,-4%
O=C1N=C(N2CCC(Cc3ccccc3)CC2)S/C1=C/c1cn[nH]c1-c1ccccc1,-17,-9%,0%,-29%,-53%,8%
CN(C)CCCN(CCCN(C)C)C(=S)Nc1ccc(S(=O)(=O)N2CCOCC2)cc1,29,4%,1%,99%[activator],5%,-3%
O=C(CC(c1cccs1)N1Cc2ccccc2C1=O)Nc1ccc(F)cc1 (stereo unspecified),1,6%,·,4%,·,·
O=C(O)c1ccccc1SCC(=O)N1CCc2ccccc21,-22,2%,9%,-17%,-20%,22%
Cc1cccc(NC(=O)CN2C(=O)COc3ccc(Cl)cc32)c1,-12,0%,-3%,3%,-21%,-8%
COc1cc2c(cc1OC)C(C1c3cc4c(cc3CCN1C)OCO4)OC2=O (stereo unspecified),1,2%,9%,6%,6%,3%
CC(C)c1ccc(NC(=O)C(c2ccccc2)N2CCC3(CC2)OCCO3)cc1 (stereo unspecified),46,-12%,-5%,-5%,10%,-2%
Cc1ccc(NC(=O)CCn2cnc3ccccc3c2=O)cc1Cl,-17,1%,3%,-3%,-27%,3%
O=C(C1CC1)N1CCC(Oc2cccc(C(=O)N3CCCCC3CCO)c2)CC1 (stereo unspecified),-3,-8%,7%,4%,28%,6%
Cc1cccc2c(=O)c(C(=O)NCc3ccc(F)cc3)c[nH]c12,-25,-8%,2%,-17%,-20%,2%
COc1ccc(S(=O)(=O)N2CCCC2CNC(=O)C(=O)Nc2cccc(F)c2)cc1 (stereo unspecified),-13,4%,·,0%,-1%,5%
O=c1oc2ccccc2c(Nc2ccccc2)c1[N+](=O)[O-],6,3%,0%,-22%,-17%,1%
COc1ccc(OC)c(S(=O)(=O)N2CC=C(c3c(C)n(CC(=O)N4CCCC4)c4ccccc34)CC2)c1,-13,?,·,-35%,·,·
